Compound activity deposited in PubChem BioAssay by several laboratories.
MCL1-BIM inh – inhibitors of MCL1 binding to BIM-BH3, primary screen, biochemical, fluorescence polarization; inhibition, % at 10.9 µM; hit rate 0.68% among 320,000; Induced myeloid leukemia cell differentiation protein Mcl-1 (Homo sapiens), Q07820; GST-MCL1 / FITC-Bim-BH3 fluorescence polarization; AID 2057, 2009;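 active = inhibition above the mean inhibition of all tested compounds plus 3 SD, set per campaign, cut at about 40% in these data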;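 also: 0% = DMSO wells and 100% = unlabeled Bim-BH3 peptide control; higher means more loss of mP so more displacement of Bim peptide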
CIT2 TOR yeast – modulators of CIT2-GFP expression in yeast, primary screen, S. cerevisiae, GFP fusion, multiplex flow cytometry, MLPCN library | S. cerevisiae CIT2-GFP strain, 3 h; 100 means same as DMSO wells | hit rate 0.065% among 320,000 | GFP response vs DMSO, % at 10 µM;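 active = GFP response relative to DMSO above a set limit, near the screen mean plus 3 SD, cut at about 150% in these data; inconclusive = Fewer than 70 cells measured for a yeast strain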;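 also: ratio of well median GFP fluorescence to mean of DMSO wells on the plate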
VLA-4 inh – inhibition in human VLA-4 binding assay, primary screen, VLA-4 allosteric modulator project, MLPCN library, flow cytometry, VLA-4 expressing cells. ligand binding flow cytometry. hit rate 0.2% among 330,000. AID 2557, 2010. inhibition, % (about 7 µM as worked out from the volumes in the protocol); in the data active = inhibition above about 50%
GRK2 inh – compounds blocking aptamer binding on GRK2 – biochemical, human GRK2, bead flow cytometry, HTS, primary screen; Beta-adrenergic receptor kinase 1 (Homo sapiens), P25098; inhibition of aptamer binding, % at 10 µM; hit rate 0.59% among 330,000; FAM-aptamer displacement from GRK2; AID 488847, 2010;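 active = inhibition of aptamer binding above 40%, roughly 3 SD of noise, on plates passing a quality check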;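 also: median bead fluorescence of bound FAM aptamer so fluorescent compounds give negative values; no value below 0 was filed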
Yeast superoxide – reduction of superoxide in aged yeast, primary screen, HTS; S. cerevisiae aged cells, superoxide DHE fluorescence; stronger effect = lower value; superoxide response (% of plate mean), % at 10 µM; AID 2690, 2010; hit rate 0.18% among 330,000;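 active = superoxide response under a set limit, about three screen SD below normal, cut at about 65% in these data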;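 also: yeast aged for seven days with compound at 30 °C before DHE staining; 100% = average MFI of all compound-treated wells on the plate with controls excluded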
AGP1-GFP MLPCN – modulators of AGP1-GFP expression in yeast TOR pathway, primary screen, cell-based, multiplex flow cytometry, S. cerevisiae, MLPCN library; 3 h; GFP as percent of DMSO wells; GFP response vs DMSO, % at 10 µM; hit rate 0.02% among 320,000; AID 2066, 2009;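 active = GFP response relative to DMSO above a set limit, near screen average plus 3 SD, cut at about 150% in these data; inconclusive = fewer than 70 cells counted for the yeast strain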;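 also: median GFP channel fluorescence of the gated AGP1 strain per well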
BCLXL inh – inhibitors of human Bcl-xL, primary screen, biochemical, fluorescence polarization, HTS. Bcl-2-like protein 1 (Homo sapiens), Q07817. GST-Bcl-xL / FITC-Bim BH3 peptide fluorescence polarization. inhibition, % at 10.9 µM. hit rate 0.7% among 320,000. AID 2129, 2009;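 active = inhibition above the mean of all tested compounds plus 3 SD, cutoff set per campaign, cut at about 30% in these data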;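 also: 0% = DMSO wells and 100% = unlabeled Bim-BH3 peptide competitor; inhibitors lower millipolarization by displacing the labeled peptide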
GLD-1 RNA inh – GLD-1/TGE RNA complex disruptors, primary screen, biochemical, fluorescence polarization | Female germline-specific tumor suppressor gld-1 (Caenorhabditis elegans), Q17339 | purified GLD-1 + fluorescein TGE RNA | inhibition, % at 5.96 µM | hit rate 0.44% among 320,000;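 active = percent inhibition above a per-plate cutoff, the plate mean of test compounds plus 3 SD, cut at about 30% in these data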;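 also: 0% = DMSO wells with GLD-1 and probe and 100% = wells lacking GLD-1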
Target sequence (Q17339 whole entry, looked up): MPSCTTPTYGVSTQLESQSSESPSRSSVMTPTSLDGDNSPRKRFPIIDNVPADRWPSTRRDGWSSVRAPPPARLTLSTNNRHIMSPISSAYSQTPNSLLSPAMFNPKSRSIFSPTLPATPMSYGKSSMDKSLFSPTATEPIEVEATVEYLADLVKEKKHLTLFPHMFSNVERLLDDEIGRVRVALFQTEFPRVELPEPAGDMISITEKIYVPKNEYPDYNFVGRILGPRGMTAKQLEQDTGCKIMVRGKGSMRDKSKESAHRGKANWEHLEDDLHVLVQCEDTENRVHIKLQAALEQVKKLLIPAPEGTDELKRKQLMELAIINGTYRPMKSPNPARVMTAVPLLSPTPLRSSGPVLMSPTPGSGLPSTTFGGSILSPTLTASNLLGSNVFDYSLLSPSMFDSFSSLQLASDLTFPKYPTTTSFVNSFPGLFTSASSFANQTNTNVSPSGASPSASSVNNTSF
MEX-5 binding – MEX-5 zinc finger RNA-binding disruptors – biochemical, C. elegans, fluorescence polarization, MLPCN library, primary screen; Zinc finger protein mex-5 (Caenorhabditis elegans), Q9XUB2; MEX-5/FITC-TCR2 RNA binding; stronger effect = lower value; activity score (negative = inhibition of binding), % at 10 µM; hit rate 0.38% among 300,000; AID 1832, 2009;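 active = inhibition past about -25% in most replicates, and total fluorescence under double the plate's negative control median, limit read from the data; inconclusive = replicates evenly split on the limit, or fluorescence at least double controls; inactive = too little inhibition in most replicates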;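 also: 0% = DMSO and -100% = 5 µM competing unlabeled TCR2 RNA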
Target sequence (Q9XUB2 whole entry, looked up): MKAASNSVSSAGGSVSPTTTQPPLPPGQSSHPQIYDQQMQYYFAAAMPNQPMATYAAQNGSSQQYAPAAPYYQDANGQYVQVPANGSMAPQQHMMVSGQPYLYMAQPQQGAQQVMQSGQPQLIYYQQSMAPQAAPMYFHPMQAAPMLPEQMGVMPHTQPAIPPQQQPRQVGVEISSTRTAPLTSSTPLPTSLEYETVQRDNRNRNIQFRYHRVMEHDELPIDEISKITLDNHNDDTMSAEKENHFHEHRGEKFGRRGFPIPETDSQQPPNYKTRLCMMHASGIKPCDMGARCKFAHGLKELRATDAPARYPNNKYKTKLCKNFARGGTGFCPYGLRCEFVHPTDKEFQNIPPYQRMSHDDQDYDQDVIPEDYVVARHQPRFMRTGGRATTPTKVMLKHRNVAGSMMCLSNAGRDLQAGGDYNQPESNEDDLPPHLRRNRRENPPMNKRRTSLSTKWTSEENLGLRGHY
* hit, by the source's call; ? = inconclusive; / = not tested or not shown.

Results follow in this order: MCL1-BIM inh, CIT2 TOR yeast, VLA-4 inh, GRK2 inh, Yeast superoxide, AGP1-GFP MLPCN, BCLXL inh, GLD-1 RNA inh, MEX-5 binding
> CCOc1cc(C2C3=C(CC(C)(C)CC3=O)N(CCOC)C3=C2C(=O)CC(C)(C)C3)ccc1O
→ 4, 101, 4, 0, 106, 95, 3, -5, 2.0
> COc1ccc(N2C(=O)[C@@H]3[C@H](C2=O)[C@H](C(=O)c2ccc(OC(C)=O)cc2)N2N=CC=C[C@@H]32)cc1
→ 2, 98, -4, 0, 97, 102, 7, 2, 3.6
> O=C(COC(=O)c1cc(Cl)ccc1O)Nc1ccccc1C(=O)NC1CC1
→ /, 95, 6, 1, 85, 95, /, -1, /
> COc1cc(N=Cc2c(O)c3ccccc3oc2=O)c(OC)cc1Cl
→ -24, 108, 12, 36, 95, 105, -11, -4, ?
> O=C(NCc1ccccn1)c1ccc(Cl)c(S(=O)(=O)N2CCCCCC2)c1
→ 19, 99, 6, 3, 100, 100, 3, -2, -0.2
> Cc1ccccc1C1=Nn2c(nnc2-c2ccco2)SC1
→ -1, 102, 2, 0, 89, 107, -10, 0, 1.0
> CC(=O)c1csc(-c2ccccc2)n1
→ 1, 98, 9, 0, 93, 97, 4, 0, -1.9
> O=C(CCC(=O)Nc1ccccc1)N/N=C/c1ccncc1
→ -1, 103, -13, 2, 98, 108, 2, 6, -4.3
> Cc1c(NC(C)c2ccccc2O)c(=O)n(-c2ccccc2)n1C (centres undefined)
→ -5, 96, 0, 0, 122, 100, 1, -5, 1.0
> CN1CCN(CC(C)(C)NS(=O)(=O)c2ccc(Cl)cc2)CC1
→ 5, 100, 8, 0, 93, 104, 4, 7, -1.4
> CC(C)CCn1c(SCC(N)=O)nc2c1c(=O)n(C)c(=O)n2C
→ 2, 95, -2, 1, 99, 92, -3, 7, 0.6
> O=C(NC1CCN(C(=S)Nc2ccc(F)cc2)CC1)C1CCCCC1
→ -5, 105, 23, 0, 98, 94, -1, -9, -0.3
> Cn1c(N)c(C(=O)COC(=O)Cn2cc(C(F)(F)F)ccc2=O)c(=O)n(C)c1=O
→ 6, 102, 4, 2, 91, 98, -4, 7, 0.8
> COc1ccc(CC(=O)Nc2cc(S(=O)(=O)N3CCCC3)ccc2Cl)c(OC)c1
→ -8, 101, 36, 0, 90, 107, -4, 6, /
> COc1ccc(S(=O)(=O)N2CCCCC2C(=O)O)cc1 (centres undefined)
→ 7, 89, -9, 0, 81, 93, 5, 0, -0.2
> CCN(CC)S(=O)(=O)c1cc(NC(=O)C(CC(C)C)NC(N)=O)ccc1C (centres undefined)
→ 0, 120, 7, 0, 81, 103, 4, -2, 1.1
> O=C(c1ccccc1)C(Nc1ccccn1)c1ccccc1 (centres undefined)
→ 6, 98, 2, 2, 92, 104, 6, 8, 0.5
> c1ccc(CN2CCCC3(CCCN(Cc4nc(CC5CC5)no4)C3)C2)cc1 (centres undefined)
→ 5, 101, 4, 3, 112, 100, 2, -1, 1.2
> COc1ccc(-c2ccc3c(c2)S(=O)(=O)c2cccc(C(=O)NCCOc4ccccc4Cl)c2C3=O)cc1OC
→ /, 96, -8, 8, 84, 102, /, -2, /
> Cc1oc2c(CN3CCOCC3)c(O)ccc2c(=O)c1-c1ccc(Cl)cc1
→ -2, 81, 8, 0, 97, 93, 7, 5, -1.5
> CCc1ccc(C(=O)NC(CC(C)C)C(=O)O)cc1 (centres undefined)
→ 5, 104, 3, 0, 97, 103, 1, 9, 3.6
> CC1(C)Cc2nc3n[nH]c(N)c3cc2CO1
→ 6, 106, 4, 4, 89, 108, 1, -6, 0.1
> CC(OC(=O)c1cccs1)C(=O)NCC1CCCO1 (centres undefined)
→ -3, 91, 13, 0, 101, /, 0, -5, -0.8
> CC(C)(C)NC(=O)CN(C(=O)C1CSC(=O)C1)c1ccccc1F (centres undefined)
→ 4, 77, 10, 3, 91, 99, 2, 2, -0.3
> CS(=O)(=O)N1CCC(NC(=O)Nc2ccc(OC(F)(F)F)cc2)CC1
→ 5, 94, 0, 0, 102, 95, 1, 7, /
> O=C(COC(=O)C1=COCCO1)Nc1ccc(F)cc1
→ 1, 111, 8, 1, 84, 114, 4, 7, 0.0
> Cc1ccc(NC(=O)C2CC(=O)N(c3ccc4c5c(cccc35)CC4)C2)cc1 (centres undefined)
→ 1, 101, 6, 4, 93, 104, -5, 9, 1.4
> COc1ccc(-c2cc3nc4ccccc4n3c(N)c2C#N)cc1
→ 23, 100, 2, 0, 95, 100, -10, -2, 2.7
> O=C(NCCc1c[nH]c2ccccc12)c1cccc(Br)c1
→ 1, 97, 3, 1, 95, 92, 1, 0, 0.6
> Cc1ccc(CNCc2ccc3c(c2)OCO3)c(C)c1
→ 0, 95, 9, 1, 103, 84, -1, 2, 1.0
> Cc1ccc(NC(=O)/C(=C/c2cccs2)NC(=O)c2ccco2)c(C)c1
→ 7, 109, -5, 1, 94, 102, 6, 7, 0.6
> O=C(Oc1ccccc1)c1ccc(COC(=O)c2cnccn2)cc1
→ -2, 86, 18, 3, 97, 93, 5, -5, -0.1
> COC(=O)c1ccc(CSc2nnc3ccccn23)o1
→ 36, 105, 6, 0, 104, 101, 4, -6, 0.2
> CCOC(=O)C1=C(C)NC(C)=C(C(=O)OCC)C1c1ccc([N+](=O)[O-])s1
→ -6, 95, -2, 4, 96, 98, 0, -1, -1.3
> O=C1CN(CC(=O)Nc2ccc(Cl)cc2)CCN1
→ 5, 100, 2, 0, 100, 107, 5, 2, 0.4
> O=C(N/N=C/c1ccco1)c1ccc(OCc2ccccc2)cc1
→ 2, 96, -6, 0, 107, 103, -1, -1, 1.7
> COc1ccc(C2OC(=O)CC2C(=O)NC2CCCC(C)C2C)cc1OC (centres undefined)
→ 6, 92, 8, 0, 116, 96, 5, -10, 1.5
> CCOC(=O)c1sc(NC(=O)COc2ccc3c(c2)OCO3)nc1C
→ 7, 98, 6, 4, 104, 104, 4, 5, -1.8
> O=C(CSc1ccc2c(c1)OCCO2)N1CCN(c2ccccc2)CC1
→ 7, 90, -2, 1, 127, 102, 3, 2, /
> CCc1nc2ccccc2c(C(=O)NCc2ccccc2)c1C
→ -1, 99, 12, 2, 111, 105, 1, -1, -7.1
> O=C(/C=C/c1ccc(Cl)cc1)NC(=S)Nc1ccc(CN2CCOCC2)cc1
→ 15, 105, 0, 0, 112, 102, 2, 13, -2.9
> O=C(Nc1ccnn1C1CCN(C/C=C/c2ccccc2)CC1)c1cccc(F)c1
→ -1, 108, 3, 0, 101, 95, 3, 3, -0.8
> COc1ccc(N(C)C(=O)CCC(=O)Nc2ccc3nc(N4CCOCC4)cc(C)c3c2)c(OC)c1
→ -2, 105, -12, 1, 98, 102, 6, -1, -1.1
> N#Cc1cccc(C(=O)Nc2ccc(S(=O)(=O)Nc3nccs3)cc2)c1
→ /, 84, 5, 7, 116, 90, /, -18, /
> CCOc1ccccc1N1C(=O)c2ccc(C(=O)Nc3cccnc3)cc2C1=O
→ 9, 95, 0, 1, 100, 90, 3, 3, -2.4
> S=c1[nH]nc(CCCc2n[nH]c(=S)o2)o1
→ -7, 97, 8, 0, 101, 102, -10, -2, -3.9
> COc1ccc(CC(NC(C)=O)C(=O)NC2CCN(C(=O)c3ccccc3F)CC2)cc1 (centres undefined)
→ 1, 101, 3, 0, 112, 101, 0, 7, 0.3
> CCOC(=O)c1cccc(NC(=O)CSc2nnc(-c3ccncc3)n2CCCOC)c1
→ -5, 89, 5, 0, 98, 103, -1, 8, 3.2
> CC(=O)c1c(C)[nH]c(C(=O)OC2CCOC2=O)c1C (centres undefined)
→ 4, 102, 28, 0, 103, 101, -4, 4, -0.2
> Cc1ccc(NC(=O)c2ccccc2OCC(=O)Nc2cccc(Cl)c2C)nc1
→ 0, 96, -8, 6, 122, 100, -1, -2, 1.9
> O=C1CN(C(=S)NC(=O)c2ccc(-c3ccccc3)cc2)CCN1
→ -12, 82, -3, 2, 98, 96, -9, -2, 3.1
> CCn1c(C)c2c(C)nnc(C)c2c1C
→ 2, 97, 3, 2, 95, 98, 5, 5, -1.7
> Cc1cccc(NC(=O)CSc2nnc(CNC(=O)c3ccco3)o2)c1
→ 1, 102, 0, 1, 110, 101, -4, 0, /
> COC(=O)c1ccc(CNC(=O)C2CCC(=O)N(CCN3CCOCC3)C2)cc1 (centres undefined)
→ /, 111, -12, 0, 101, 97, /, /, 1.2
> O=C(NCC1CCCO1)c1ccc(Oc2ccc([N+](=O)[O-])cc2)cc1 (centres undefined)
→ 4, 107, -5, 1, 101, 106, 8, 4, 2.1
> Cc1oc(-c2ccccc2F)nc1CS(=O)(=O)CC(=O)NCCCN1CC(C)CC(C)C1 (centres undefined)
→ -6, 102, 32, 0, 96, 102, 1, 6, -0.8
> Cc1ccc(-c2[nH]ncc2CN2CCN(C(=O)c3cccs3)CC2)cc1C
→ 3, 100, 10, 1, 96, 104, 6, 5, -1.1
> CN(C)C(=O)c1cc(C(=O)c2ccc(C(F)(F)F)cc2F)c[nH]1
→ 0, 96, -1, 3, 98, 101, 6, -2, -1.4
> NC(=O)C1CCN(CC(=O)Nc2nccs2)CC1
→ 3, 97, 12, 1, 95, 96, 2, -7, 1.1
> O=C(O)CCN(CCC(=O)O)c1nnc(SCc2ccccc2)s1
→ 2, 110, 14, 0, 117, 109, -1, 0, 2.0

New compounds follow:
Results follow in this order: MCL1-BIM inh, CIT2 TOR yeast, VLA-4 inh, GRK2 inh, Yeast superoxide, AGP1-GFP MLPCN, BCLXL inh, GLD-1 RNA inh, MEX-5 binding
> O=C(NCCC1=CCCCC1)c1cccc(S(=O)(=O)N2CCCCC2)c1
→ -4, 100, 8, 5, 97, 104, 0, -1, 1.4
> C=CCn1c(C2CC2)n[nH]c1=S
→ -1, 91, 0, 0, 87, 93, -3, -3, 0.3
> C=CCSc1ncccc1C(=O)NCCc1ccccc1
→ 6, 98, 4, 1, 102, 97, 7, 3, -0.8
> Cc1ccc(S(=O)(=O)NC(=NCC(=O)O)c2ccccc2)cc1
→ -2, 94, 9, 0, 83, 89, 3, 0, 0.3
